Assay outcomes (PubChem)
CHX counter: counter-screen for Shiga toxin inhibitors: cycloheximide protein synthesis inhibition; cell reporter, cycloheximide protein synthesis inhibition counterscreen; 300,000 compounds, 12% hits; max response, %; AID 2314; in the data active = max response mostly above about 13%, no sharp cut-off; inactive = mostly below about 14%; also: read at 38.3 µM for the half of the compounds with a filed dose; 0% is about no effect
Pf growth 48h: inhibits P. falciparum growth in the first generation, 48 h | P. falciparum luciferase growth in erythrocytes, 48 h | Potency, µM (titrated, usually from 28.7 µM), inactives show top-dose activity change, negative = inhibition, most hits filed as inhibitors | 310,000 compounds, 5.9% hits | AID 504832; also: potency is read from the fitted curve at half-maximal effect; % is scaled to controls: 0 for no effect and ±100 for the full control effect
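Erythrocytes infected with P. falciparum carrying an integrated firefly luciferase reporter (2% hematocrit, 0.1% parasitemia final) were exposed to compounds in RPMI 1640 with 0.5% Albumax at 37 C, 5% CO2. Growth inhibition was scored as reduced luminescence.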
Pf growth 96h: inhibits malaria parasite growth, 96 h; AID 504834; 320,000 compounds, 6.9% hits; Potency, µM (highest dose often 28.7 µM), for inactives: at the top dose activity change, negative = inhibition, hits mostly inhibitors; P. falciparum luciferase reporter growth, 96 h; also: potency is read from the fitted curve at half-maximal effect; % is scaled to controls: 0 for no effect and ±100 for the full control effect
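Compounds incubated with erythrocytes infected by luciferase-expressing P. falciparum (2% hematocrit, 0.05% parasitemia final) for 96 hours, 37 C in 5% CO2. Growth inhibition scored as decreased luciferase luminescence.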
FBPA Giardia inh: Giardia lamblia aldolase inhibition. A8B2U2. purified Giardia FBPA. Potency, µM (highest dose often 59.6 µM), for inactives: top-dose activity, negative = inhibition, usual class: inhibitors. 290,000 compounds, 0.71% hits; also: potency is read from the fitted curve at half-maximal effect; % is scaled to controls: 0 for no effect and ±100 for the full control effect; nearly all actives have a fitted effect of over 55% in size
Target sequence (A8B2U2 whole entry, looked up): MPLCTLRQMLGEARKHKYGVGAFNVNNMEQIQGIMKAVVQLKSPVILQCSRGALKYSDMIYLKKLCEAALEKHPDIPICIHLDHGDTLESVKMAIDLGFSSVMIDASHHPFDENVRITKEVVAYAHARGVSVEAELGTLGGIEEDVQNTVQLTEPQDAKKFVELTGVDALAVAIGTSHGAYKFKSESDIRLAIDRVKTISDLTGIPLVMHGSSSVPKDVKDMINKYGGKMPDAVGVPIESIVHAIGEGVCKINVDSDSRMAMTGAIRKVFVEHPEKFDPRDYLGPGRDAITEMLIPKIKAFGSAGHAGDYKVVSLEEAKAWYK
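40 nM FBPA preincubated 10 min at RT with compound (up to 57.5 uM final), then substrate plus GAPDH/TPI/NAD/arsenate coupling and diaphorase/resazurin added. Fluorescence read after 20 min at RT, 525/598 nm.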
Shiga inhibitor: inhibitors of Shiga toxin in Vero cells. AID 2315. Vero cells, Shiga toxin protein synthesis inhibition reporter. inhibition, % at 38.7 µM. 290,000 compounds, 9.2% hits; in the data active = inhibition mostly above about 28%, no sharp cut-off; inactive = mostly below about 43%; also: 0% is about no effect
HCV inhibitor: blocks hepatitis C virus. Huh7.5.1 HCVcc-Cre infection, luciferase reporter, 44 h. 340,000 compounds, 3.4% hits. AID 651820. Potency, µM (titrated, usually from 41.8 µM), inactives show at the highest dose activity change, negative = inhibition, hits mostly inhibitors; also: potency is read from the fitted curve at half-maximal effect; % is scaled to controls: 0 for no effect and ±100 for the full control effect
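Compounds are dispensed onto cells plated 4 h earlier at 1,000 per well, with HCVcc-Cre virus (about 0.5 moi) added next. Following 44 h of culture, luminescent signal is measured for 15 sec after 15 min with substrate at room temperature.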
Starred values were filed as active, the others as inactive; ? = inconclusive; / = not tested or not shown; + = active, no number; [ ] = dose if it differs, or a comment. Unless noted, calls follow the shape of the dose curve; as a rule, active = well fitted curve in the direction sought with a large enough effect; inconclusive = small, poorly fitted or top-dose-only effect, or another doubt; inactive = no such curve, though single readings can be large; an effect the other way counts as inactive or inconclusive.

Molecule	FBPA Giardia inh	Pf growth 96h	CHX counter	HCV inhibitor	Pf growth 48h	Shiga inhibitor
CCc1cc2cc(C)ccc2nc1SCC(=O)NNC(=O)c1ccco1	3%	-28%	3	?	?	-4
CC(=O)c1c(O)cc(C)n(-c2ccc(F)cc2)c1=O	-12%	36%[activator]	16	9%	32%	18
Fc1ccc2c(c1)c1n[nH]c(=S)nc1n2CCc1ccccc1	23%	21%	-2	7%	?	-3
COC(=O)Cn1c(O)c(N=NC(=O)OC)c2ccccc21	1%	55%[activator]	-2	6%	23%	-4
Cc1ccc[n+](-c2[nH]c(=O)sc2/C=N/N=C(\[O-])CCn2c3ccccc3c3ccccc32)c1	2%	105%[activator]	2	8%	62%[activator]	-6
CC(C)C(=O)Nc1ccc(C(=O)Nc2nnc(C(C)(C)C)s2)cc1	-1%	-11%	2	-13%	?	4
O=c1cc(-c2ccc(C3CCCCC3)cc2)[nH][nH]1	6%	13%	22*	22%	-29%	31
CCCCOc1ccc(CN2CCN(CC)CC2)cc1	-13%	?	12	-29%	/	-2
CC(C)c1nnc(NC(=O)CCC(=O)N2CCN(Cc3ccc(F)cc3)CC2)s1	/	?	1	-24%	4%	-11
COc1ccc(C=O)cc1C1=CC(=O)C[C@H](c2ccc(Cl)cc2)C1	/	25%	/	5%	-1%	/
O=C(CCc1nc2ccccc2s1)N1CCN(S(=O)(=O)c2cccs2)CC1	0%	13µM*	12	-21%	?	39
CCOC(=O)c1cnc2c(-c3ccccc3)c(-c3ccccc3)nn2c1C	-8%	25%	0	-8%	?	5
Clc1ccccc1-c1nnc2n1CCCCC2	3%	16%	-2	12%	34%[activator]	12
CN(C)c1ccc(/C=C/c2cc[n+](C)cc2)cc1	-8%	?	-3	1.8µM*	/	-17
COc1ccc(/C=C(\NC(=O)c2ccc(OC)cc2)C(=O)Nc2cccc(C(=O)O)c2)cc1	8%	?	9	5%	29%	-7
COC(=O)c1ccc(CNC(=O)c2ccc(OC)c(S(=O)(=O)NC3CCCC3)c2)cc1	/	-5%	/	-8%	?	/
Cc1cccc(N(C(=O)CNC(=O)c2ccco2)C(C(=O)NC2CCCC2)c2cccnc2)c1C (stereo unspecified)	/	-10%	-2	15%	0%	9
CCOC(=O)CCC(=O)Nc1cc(S(=O)(=O)N2CCOCC2)ccc1N1CCCCC1	/	5%	/	16%	-3%	/
CC(=O)Nc1ccc(C(=O)Nc2cccc(S(=O)(=O)NC3=NCCC3)c2)cc1	/	?	/	?	?	/
Cc1oc2ccc(NS(=O)(=O)c3ccc(C(C)(C)C)cc3)cc2c1C(=O)Nc1ccccc1	1%	-8%	0	?	?	1
CN(Cc1ccccc1Br)C(=O)CSc1nnnn1C1CC1	/	3.3µM*	/	-14%	?	/
CCN(CC)C(=O)c1ccc(-c2ccccc2)cc1	-2%	?	16*	16%	?	+
O=C(COC(=O)c1ccncc1)NCc1ccccc1	5%	3%[5.75 µM]	7	-7%	-9%	-12
CC(C)OC(=O)c1cc(C(=O)c2cc(Cl)ccc2O)coc1=N	7%	-13%	-6	-5%	5%	-2
O=C(CSc1nnc2ccccn12)NC(=O)c1ccccc1	/	-1%	/	-1%	?	/
O=C(/C=C/c1ccccc1)NC(NC(=S)Nc1cc(Cl)ccc1Cl)C(Cl)(Cl)Cl (stereo unspecified)	-7%	10µM*	8	?	?	28
Cc1cc([N+](=O)[O-])nn1CCCC(=O)Nc1sc2c(c1C(N)=O)CCCC2	5%	-12%	7	?	?	-14
S=C1NC[C@H](c2ccccc2)N1CCCCC1CCCCC1	-2%	6.6µM*	-5	1%	12µM*	-9
CN(CC(=O)Nc1cccc(F)c1)CC(=O)N1CCCCC1	/	42%[activator]	/	9%	5%	/
N#Cc1ccc(-c2cccnc2)nc1SCC(=O)c1ccccc1	0%	31%[activator]	37*	-29%	31%[activator]	82*

Three of the compounds above, as labelled records:
molecule: Fc1ccc2c(c1)c1n[nH]c(=S)nc1n2CCc1ccccc1
  FBPA Giardia inh = 23%; Pf growth 96h = 21%; CHX counter = -2; HCV inhibitor = 7%; Pf growth 48h = ?; Shiga inhibitor = -3
molecule: COC(=O)Cn1c(O)c(N=NC(=O)OC)c2ccccc21
  FBPA Giardia inh = 1%; Pf growth 96h = 55%[activator]; CHX counter = -2; HCV inhibitor = 6%; Pf growth 48h = 23%; Shiga inhibitor = -4
molecule: Cc1ccc[n+](-c2[nH]c(=O)sc2/C=N/N=C(\[O-])CCn2c3ccccc3c3ccccc32)c1
  FBPA Giardia inh = 2%; Pf growth 96h = 105%[activator]; CHX counter = 2; HCV inhibitor = 8%; Pf growth 48h = 62%[activator]; Shiga inhibitor = -6

(continued)
Molecule	FBPA Giardia inh	Pf growth 96h	CHX counter	HCV inhibitor	Pf growth 48h	Shiga inhibitor
CC1CN(C(=O)COC(=O)c2ccc(Cl)c(N)c2)CC(C)O1 (stereo unspecified)	4%	26%	-2	9%	18%	-2
Cn1cc(S(=O)(=O)NCc2ccco2)c(=O)n(C)c1=O	6%	44%[activator]	-7	9%	/	-16
COCCN1Cc2cccc(C(=O)Nc3ccc(S(=O)(=O)N4CCOCC4)cc3)c2C1=O	1%	74%[activator]	-2	16%	-6%	-7
COc1ccc(/C=C/C(=O)c2ccc(O)cc2)cc1COc1ccc(F)cc1	-1%	?	0	-37%	?	26
O=C(NCCN1C(=O)C2C3C=CC(C3)C2C1=O)N1CCOCC1 (stereo unspecified)	0%	35%	-5	1%	-6%	-12
CC(C)Cn1c(N)c(C(=O)COC(=O)C2CC(=O)N(c3ccc4c(c3)OCCO4)C2)c(=O)n(C)c1=O (stereo unspecified)	/	20%	/	21%	?	/
CC1Cc2ccccc2N1C(=O)c1ccc(N2CCCC2)c([N+](=O)[O-])c1 (stereo unspecified)	-1%	?	7	13µM*	?	17
Cc1nnc(SCc2nnc(-c3ccccc3)o2)n(N)c1=O	0%	-11%	1	-1%	-3%	30
Cc1ccc(NC(=O)CSc2nnc([C@H](C)NC(=O)OC(C)(C)C)o2)c(C)c1	4%	27%	-2	-10%	7%	2
Fc1cccc(F)c1/C=N/Nc1ccccn1	0%	327%[activator]	50*	-5%	170%[activator]	95*
CCN(CC)c1ccc(NC(=O)COc2ccccc2C)cc1S(=O)(=O)Nc1ccccc1OC	-2%	?	-1	?	9.3µM*	-14
Cc1cc(OC(C)C(=O)NCc2cccnc2)c2c(C)c(C)c(=O)oc2c1 (stereo unspecified)	2%	-1%	4	4%	?	13
Nc1cc(=O)[nH]c(SCC(=O)Nc2ccccc2-c2ccccc2)n1	0%	-11%	-1	11%	-20%	-14
NS(=O)(=O)c1ccc(NC(=S)N2CCc3ccccc32)cc1	/	24%	3	-7%	-14%	-17
O=C(COC(=O)COc1ccc(Br)cc1)NCCC1=CCCCC1	-1%	-32%	-1	22%	16%	-10
Cc1cc(C(=O)NCCc2ccc(Cl)cc2)no1	3%	-19%	13	9%	6.6µM*	24
Clc1ccc2nncn2n1	3%	?	-2	12%	-12%	-7
OCC[C@@H]1C[C@H](O)[C@@H](O)[C@@]2(Cc3ccccc3CCO2)O1	-2%	32%[activator]	-3	26%	22%	-7
O=C1CCN(Cc2ccc(Br)cc2)CCN1CCO	8%	0%	-3	22%	12%	-3
CC(=O)Oc1ccccc1C(=O)N(C1CCCCC1)C1CCCCC1	5%	-23%	-1	?	?	-16
COc1cc(S(=O)(=O)NC2CCCCC2C)ccc1Cl (stereo unspecified)	16%	/	0	12%	-1%	-6
COc1ccccc1/C=C/C(=O)NCC(=O)N/N=C/c1cccnc1	6%	2%	-1	-5%	11%	17
O=C(NCc1cccs1)c1ccc(Br)o1	-11%	27%	6	-1%	18%	23
CN(C)S(=O)(=O)c1ccc(NC(=O)c2cc3ccccc3o2)cc1	-18%	13µM*	20*	-24%	-12%	130*
O=C(NCCc1ccc2c(c1)OCCO2)c1ccc(F)cc1	-4%	284%[activator]	34*	?	24%	55
CCOC(=O)Cn1cnc([N+](=O)[O-])n1	-17%	15%	-4	16%	?	-2
CCCCC1OC23CCCCC2C(C#N)(C(=N)O3)C1(C#N)C#N (stereo unspecified)	-26%	0%	-1	14%	62%	-7
COc1ccc(Cc2nnc(N/N=C/c3ccc(Br)cc3)[nH]c2=O)cc1OC	-7%	?	-2	-6%	1%	15
CCOC(=O)c1c(C)[nH]c(C)c1S(=O)(=O)N1CCCCC1	7%	60%[activator]	9	1%	-4%	-3
C/C(=N/NC(=O)CCC(=O)Nc1cccc(Cl)c1)c1ccc(C)cc1	1%	-3%	-3	11%	0%	-5
S=C(NCc1ccccc1)Nc1cccc2cnccc12	-22%	7%	-1	2µM*	21%	-12
Cc1cccc(-c2noc(CNS(=O)(=O)c3ccccc3)n2)c1	11%	-29%	18*	-14%	23%	10
OCC1(Cc2ccc(F)cc2)CCCN(CCCC(F)(F)F)C1 (stereo unspecified)	0%	332%[activator]	0	3%	?	6
C[N+](C)(CC#Cc1ccccc1)CC(=O)c1ccc(Cl)cc1	2%	32%[activator]	-2	-13%	-27%	-12
N#CCCN(C(=O)COC(=O)COc1ccccc1Cc1ccccc1)c1ccccc1	/	-7%	/	-1%	23%	/
COc1ccc(NC(=O)NC(=O)c2cc(OCC(F)(F)F)ccc2OCC(F)(F)F)cc1	-5%	?	7	7%	?	17
COc1ccccc1NC(=O)Nc1cc(F)ccc1F	-8%	-26%	16	-13%	18%	132*
COc1cc(C)c(C)cc1S(=O)(=O)N1CCCCC1c1cccnc1 (stereo unspecified)	-10%	11%	-2	?	?	-11
O=C(CSc1nnc(-c2cccc(F)c2)o1)Nc1nncs1	-5%	-39%	2	-13%	15%	57
COc1ccc2cc(C#N)c(N3CCN(Cc4nnnn4CCC(C)C)CC3)nc2c1	-14%	?	-2	?	-19%	-6
CC1(C)Cc2ccccc2C(/C(C#N)=N/O)=N1	?	?	-3	2%	-11%	12
CCc1ccc(OCC(=O)Nc2ccc(S(=O)(=O)N3CCOCC3)cc2)cc1	/	37%[activator]	/	?	?	/
CCN(CC(=O)Nc1c(F)cccc1F)C(=O)C1=COCCO1	/	34%[activator]	/	16%	-8%	/
CC(=O)c1c(C)[nH]c(C(=O)NCc2cccc(Cl)c2)c1C	0%	4%	6	11µM*	-5%	-7
COc1ccc(OC)c(S(=O)(=O)N2CCC(C(=O)Nc3ccccc3)CC2)c1	-3%	?	-1	-25%	7%	-18
CC(=O)Nc1ccc(C(=O)OCC(=O)N2CCCC2)cc1	5%	-1%	-8	-2%	23%	-8
Cc1ccccc1C(=O)N=c1c(C#N)cc2c(=O)n3cccc(C)c3nc2n1Cc1ccco1	-1%	-15%	-2	/	/	-11
O=C(C1CC1)N1CCC(c2nc(-c3ccc(S(=O)(=O)NCC4CCCO4)cc3)no2)CC1 (stereo unspecified)	3%	-18%	-1	?	9.3µM*	-6
O=C(CCS(=O)(=O)c1ccc(Br)s1)NC1CCCC1	2%	-52%	11	-3%	/	-7
CCC(=O)Nc1sc2c(c1C(N)=O)CCN(C(C)=O)C2	-23%	8%	0	2%	-1%	-7
CCCCn1c(N)c(Sc2ccccc2)c(=O)[nH]c1=O	9%	/	-5	18%	0%	-20
Cc1c(NC(=O)COC(=O)c2cc(-c3cccc4ccccc34)nc3ccccc23)c(=O)n(-c2ccccc2)n1C	-2%	28%	3	8%	4%	11
CCc1ccc(N(CC(=O)NCC2CCCO2)C(=O)CCC(=O)Nc2nccs2)cc1 (stereo unspecified)	/	-14%	-4	9%	?	-6

Random draw from the library. Share with any hit: about 24%.
